TEAD-YAP inh: TEAD-YAP interaction inhibition; 640,000 tested, 1.4% active; inhibition, % at 9.12 µM; HEK-TIYL cells, TEAD-Gal4/YAP UAS-luciferase luminescence; in the data active means inhibition above about 32%;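 further: 0% = median of test compound wells and 100% = reference inhibitor wells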
GPR151 ag: activates the human receptor GPR151; PathHunter beta-arrestin GPR151 cells, luminescence; activation, % at 11.2 µM; 650,000 tested, 1% active; AID 1508602; in the data active means activation above about 4.9%;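 further: 0% = median of compound wells and 100% = cells with positive control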
Target sequence (Q8TDV0 whole entry, looked up): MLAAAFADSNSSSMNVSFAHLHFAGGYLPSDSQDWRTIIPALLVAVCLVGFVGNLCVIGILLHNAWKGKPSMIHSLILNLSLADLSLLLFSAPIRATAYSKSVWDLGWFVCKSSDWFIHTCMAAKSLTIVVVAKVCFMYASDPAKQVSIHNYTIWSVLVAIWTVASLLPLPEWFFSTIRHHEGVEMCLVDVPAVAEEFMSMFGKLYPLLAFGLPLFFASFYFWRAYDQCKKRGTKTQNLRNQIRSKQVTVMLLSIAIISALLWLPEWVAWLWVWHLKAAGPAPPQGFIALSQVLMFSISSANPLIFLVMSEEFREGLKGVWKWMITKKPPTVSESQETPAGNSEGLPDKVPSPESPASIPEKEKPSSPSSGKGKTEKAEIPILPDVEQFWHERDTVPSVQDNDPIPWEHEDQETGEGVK
MITF inh: inhibitors of human MITF | inhibition, % at 2.6 µM | O75030 | AlphaScreen MITF homodimerization, bead proximity signal | 650,000 tested, 0.91% active; in the data active means inhibition above about 50%;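 further: 0% = vehicle wells with protein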
FBW7 activator: activators of human E3 ligase FBW7 | Q969H0 | AlphaScreen FBW7–phospho-cyclin E peptide binding, activator screen | normalized activity (activation), % at 26.1 µM | 650,000 tested, 0.13% active; in the data active means normalized activity above about 1.9%;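 further: purified mutant Fbw7 with reduced substrate affinity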
Target sequence (Q969H0 whole entry, looked up): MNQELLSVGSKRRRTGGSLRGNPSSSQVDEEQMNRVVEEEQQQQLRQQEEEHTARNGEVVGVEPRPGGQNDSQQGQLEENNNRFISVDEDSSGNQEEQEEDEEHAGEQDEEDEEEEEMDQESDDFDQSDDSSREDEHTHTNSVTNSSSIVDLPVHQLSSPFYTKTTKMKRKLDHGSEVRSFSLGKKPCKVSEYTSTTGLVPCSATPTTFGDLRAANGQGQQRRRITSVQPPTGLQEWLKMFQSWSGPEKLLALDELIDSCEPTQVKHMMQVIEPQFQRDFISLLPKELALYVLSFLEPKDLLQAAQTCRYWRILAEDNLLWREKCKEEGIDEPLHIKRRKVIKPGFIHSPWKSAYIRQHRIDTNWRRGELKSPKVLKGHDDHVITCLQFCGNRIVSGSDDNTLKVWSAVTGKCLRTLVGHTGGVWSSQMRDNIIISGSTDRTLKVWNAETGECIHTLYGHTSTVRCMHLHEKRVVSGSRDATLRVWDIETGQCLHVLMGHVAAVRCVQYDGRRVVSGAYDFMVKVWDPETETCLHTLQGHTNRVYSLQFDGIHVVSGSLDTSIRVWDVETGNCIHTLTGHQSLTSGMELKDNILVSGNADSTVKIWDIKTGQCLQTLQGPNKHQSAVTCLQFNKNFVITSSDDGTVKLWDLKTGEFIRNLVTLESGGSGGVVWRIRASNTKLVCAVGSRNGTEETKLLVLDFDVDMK
* = called active by the depositor; & = joins results of further samples. Compounds were not picked by outcome (roughly 3.4% active in at least one column).

SMILES	TEAD-YAP inh	GPR151 ag	MITF inh	FBW7 activator
CCCCCCOc1ccc(/C(C)=N/NC2=NCCN2)cc1	1	-0.3	11	-0.3
N=C1S/C(=C\c2ccc(-c3cccc(C(=O)O)c3)o2)C(=O)N1c1ccc(OC(F)(F)F)cc1	-7	-1.0	1	-0.1
CC(C)(C)c1ccc(OCCC(=O)NC2=NCCS2)cc1	0	0.2	-5	-0.2
CCOC(=O)c1cnc2c(C)cc(C)cc2c1Nc1cccc(OC)c1	1	2.3	-13	0.1
O=C(Nc1cccc(C(F)(F)F)c1)C1CC2CCCN2C12C(=O)Nc1ccccc12 (stereo not given)	16	1.0	7	-0.3
Cc1cccc(OCCCC(=O)NCc2ccccc2)c1	2	-1.2	-18	0.1
CC(O)Cc1nnc(SCC(=O)c2ccc([N+](=O)[O-])cc2)n1-c1ccccc1 (stereo not given)	12	4.0	-2	-0.1
Cc1csc2ncc(C(=O)NCc3ccc(F)cc3)c(=O)n12	-6	0.1	-5	-0.2
COCCNc1ncnc2c1c(-c1ccccc1)cn2-c1ccc(C)c(Cl)c1	11	-0.1	5	0.5
CCOC(=O)C1(CC2CCCCO2)CCN(C(=O)Nc2ccccc2CC)CC1 (stereo not given)	6	2.8	-3	0.0
C=CCNc1nc(-c2sc(NC(=O)CC)nc2C)cs1	-23	0.3	3	-0.1
CCCNc1ccnc(N2CCCC(C(=O)N(CC)CC)C2)n1 (stereo not given)	-3	-1.7	2	-0.1
CCOc1ccc2nc(Nc3nc4ccc(NC(C)=O)cc4s3)sc2c1	-3	-0.5	0	0.1
Cc1cccc(N=C2N=C(N)c3ccccc32)c1	3	-0.8	-4	0.2
CC(=O)c1c(C)[nH]c(C(=O)NC2CCN(Cc3ccccc3)CC2)c1C	10	0.1	15	0.7
O=C(OCc1ccco1)c1cc2ccccc2oc1=O	6	-0.1	20	0.2
Cc1ccc(C(=O)Nc2ccccc2N2CCN(C)CC2)cc1[N+](=O)[O-]	10	1.5	-1	-0.1
CC(=O)Nc1cccc(NC(=O)Nc2ccc(C)c(Cl)c2)c1	-27	0.1	2	-0.1
Cc1cccc(NC(=O)CC2SC(=Nc3c(C)cccc3C)N(C)C2=O)c1 (stereo not given)	-4	-1.5	4	-0.1
C/C(CC(=O)Nc1cccc2ccccc12)=N\NC(=O)COc1ccccc1C	1	-0.7	15	0.1
CCOP(=O)(CN1CCN(CP(=O)(OCC)OCC)CC1)OCC	-5	-0.4	0	0.1
CCn1cnc2cc(NCc3ccccc3Cl)ccc21	-33	-0.3	8	-0.1
CCC(=Nc1cc([N+](=O)[O-])ccc1C)NNc1ccc([N+](=O)[O-])cc1[N+](=O)[O-]	-7	0.0	-6	0.1
COc1ccc(C2CC(c3cccs3)=NN2C(=O)CSc2nnc(CNC(=O)c3ccccc3)n2CCc2ccccc2)cc1 (stereo not given)	15	-1.3	-11	-0.2
CN1C(=O)/C(=C2\SC(N3CCOCC3)=NC2=O)c2ccccc21	-8	-1.7	16	1.0
CCCCn1c(CNC(=O)c2ccc([N+](=O)[O-])cc2)nnc1SC(C)C(=O)Nc1sc2c(c1C(=O)OCC)CCC2 (stereo not given)	-3	0.6	0	-0.1
OC(C#CC12CC3CC(CC(C3)C1)C2)c1cccnc1 (stereo not given)	12	-0.9	-5	0.0
CCC1(c2ccc(F)cc2)NC(=O)N(Cc2ccccc2C#N)C1=O (stereo not given)	-3	5.7*	-4	0.0
CCCCCn1c(=S)[nH]c2cc(C(=O)NCc3ccccc3OC)ccc2c1=O	-14	1.8	14	0.0
Cc1sc(NC(=O)CCl)nc1-c1ccccc1	13	-0.1	3	-0.1
O=C(Nc1ccc(Cl)cc1)c1cc(Br)ccc1O	20	-9.1	5	0.0
COCCCNC(=O)CCNC(=O)c1cc(OC)cc(OC)c1	7	1.6	-1	0.2
CC(C)NC(=O)CSc1nnc(Cc2ccccc2)n1Cc1ccco1	2	0.4	-10	-0.3
COC(=O)c1cccc(N2C(=O)/C(=C/c3ccc(Br)cc3)C=C2c2ccccc2)c1	3	-1.2	-1	0.3
Cc1ccccc1-n1c(=S)sc2c(=O)n(-c3ccccc3)c(SCc3cc(=O)n4cc(Cl)ccc4n3)nc21	-1	-0.2	-24	0.0
COc1ccc(OC)c(NC(=O)/C(Cl)=C/c2ccccc2)c1	-25	0.7	3	0.4
O=S(=O)(NCCCCN1CCOC(c2ccccc2)C1)c1ccccc1 (stereo not given)	-1	-0.2	-1	-0.1
O=C(CSc1nc2ccccc2n1CC(=O)N1CCOCC1)N1CCCCCC1	11	-0.2	-21	0.7
COc1ccc(C2(O)CN(c3ccc(C)cc3)C3=[N+]2CCCC3)cc1OC (stereo not given)	-3	0.4	-17	0.0
Cc1ccc(Oc2ccc(NC(=O)C(C)C)cc2)nn1	-1	1.5	4	0.1
CN(C(=O)Cc1cccs1)c1nnc(-c2ccc(Cl)cc2)s1	-4	-0.6	-4	0.1
CCCC1c2ccc(C)n2CCN1C(=O)Nc1ccccc1C(=O)OCC (stereo not given)	-1	0.1	2	-0.1
Cc1cccc(-n2nc3c(c2NC(=O)c2ccc4c(c2)OCO4)CS(=O)(=O)C3)c1C	1	-1.7	30	0.9
COc1ccc([C@@H]2C[C@H](OC(=O)c3cnn(C)c3C)C(=O)N2C)cc1	1	-0.7	2	-0.1
O=[N+]([O-])c1ccc(N2CCN(S(=O)(=O)c3ccc4ccccc4c3)CC2)cc1NCc1ccc(Cl)cc1	2	0.2	10	0.1
CCCC1(C2CCN(C(=O)Cc3cccc(C)c3)CC2)NC(=O)N(Cc2ccco2)C1=O (stereo not given)	5	0.7	24	0.7
CN(C)CP(=O)(O)CCc1ccccc1	8	-0.9	1	5.1*
O=C1CSC(c2ccc(Cl)cc2)N1Nc1nc(N2CCOCC2)nc(N2CCOCC2)n1 (stereo not given)	6	-1.4	7	-0.1

An excerpt of these results, as a markdown table.
| smiles | TEAD-YAP inh | GPR151 ag | MITF inh | FBW7 activator |
| --- | --- | --- | --- | --- |
| CCCCCCOc1ccc(/C(C)=N/NC2=NCCN2)cc1 | 1 | -0.3 | 11 | -0.3 |
| N=C1S/C(=C\c2ccc(-c3cccc(C(=O)O)c3)o2)C(=O)N1c1ccc(OC(F)(F)F)cc1 | -7 | -1.0 | 1 | -0.1 |
| CC(C)(C)c1ccc(OCCC(=O)NC2=NCCS2)cc1 | 0 | 0.2 | -5 | -0.2 |
| CCOC(=O)c1cnc2c(C)cc(C)cc2c1Nc1cccc(OC)c1 | 1 | 2.3 | -13 | 0.1 |
| O=C(Nc1cccc(C(F)(F)F)c1)C1CC2CCCN2C12C(=O)Nc1ccccc12 (stereo not given) | 16 | 1.0 | 7 | -0.3 |
| Cc1cccc(OCCCC(=O)NCc2ccccc2)c1 | 2 | -1.2 | -18 | 0.1 |
| CC(O)Cc1nnc(SCC(=O)c2ccc([N+](=O)[O-])cc2)n1-c1ccccc1 (stereo not given) | 12 | 4.0 | -2 | -0.1 |
| Cc1csc2ncc(C(=O)NCc3ccc(F)cc3)c(=O)n12 | -6 | 0.1 | -5 | -0.2 |
| COCCNc1ncnc2c1c(-c1ccccc1)cn2-c1ccc(C)c(Cl)c1 | 11 | -0.1 | 5 | 0.5 |
| CCOC(=O)C1(CC2CCCCO2)CCN(C(=O)Nc2ccccc2CC)CC1 (stereo not given) | 6 | 2.8 | -3 | 0.0 |
| C=CCNc1nc(-c2sc(NC(=O)CC)nc2C)cs1 | -23 | 0.3 | 3 | -0.1 |
| CCCNc1ccnc(N2CCCC(C(=O)N(CC)CC)C2)n1 (stereo not given) | -3 | -1.7 | 2 | -0.1 |
| CCOc1ccc2nc(Nc3nc4ccc(NC(C)=O)cc4s3)sc2c1 | -3 | -0.5 | 0 | 0.1 |
| Cc1cccc(N=C2N=C(N)c3ccccc32)c1 | 3 | -0.8 | -4 | 0.2 |

Remaining list, next part
SMILES	TEAD-YAP inh	GPR151 ag	MITF inh	FBW7 activator
O=C(CSc1nnc(-c2cccnc2)n1-n1cccc1)Nc1ccc(Cl)cc1Cl	0	0.8	3	-0.1
CC(=O)NCCc1ccc(S(=O)(=O)N2CCc3ccccc3C2)cc1	1	0.5	3	-0.2
Cc1ccccc1C(=O)NC(=S)Nc1nc(-c2ccc(Cl)cc2)cs1	-9	-2.0	1	0.6
Cc1ccc(NC(=O)CC2(CC(=O)O)CCCCC2)c(C)c1	-3	5.7*	15	0.1
CCN(CC)CCCNC(=O)CCCCCn1c(=S)[nH]c2cc3c(cc2c1=O)OCO3	7	-0.6	10	0.6
COc1ccccc1-n1ncc2c(=O)[nH]c(SCc3ccccc3C)nc21	-17	0.7	1	-0.1
NNC(=O)CNC(=O)c1cc(Cl)ccc1Cl	8	1.3	-2	0.1
Cc1ccnc(SC2CC(=O)N(c3ccc(C)c(C)c3)C2=O)n1 (stereo not given)	-2	-0.2	0	0.2
COc1ccc(-c2nsc(SCC(=O)NCc3ccccc3)n2)cc1	-22	-0.6	5	-0.4
Cc1ccc(S(N)(=O)=O)cc1NC(=O)Nc1ccc(Cl)c(Cl)c1	15	-1.6	18	0.4
Cc1cc(=O)n2nc(N(C)CC(=O)NCc3ccc(Cl)cc3)sc2n1	-3	-0.4	8	0.2
CCCCCCNC(=O)/C=C/C(=O)O	8	-0.9	12	0.1
CCCNC(=O)c1cnn2c(C)c(Cc3cccc(Cl)c3)c(C)nc12	2	-0.9	0	-0.1
COc1ccc(C(C(=O)Nc2ccc(C(C)C)cc2)N(C)C(=O)CNC(C)=O)cc1 (stereo not given)	5	-0.1	-7	0.0
CCCn1nc(C(=O)NCCO)c2ccccc2c1=O	6	1.4	-6	-0.1
CCOc1ccccc1-n1c(SCC(=O)OC)nnc1-c1ccco1	-3	0.3	-5	0.1
COc1cccc(C2C(C(N)=O)=C(C)Nc3ncnn32)c1OC (stereo not given)	-2	0.4	-10	0.0
CCN(CC)c1ccc(/C=C(\C#N)c2nn(-c3ccccc3)c(N)c2C#N)cc1	10	1.0	2	0.0
C/C(N)=N\S(=O)(=O)c1ccc(Cl)cc1	-1	-0.5	-7	-0.1
CC(C)NC(=O)CC(=O)N/N=C/c1ccc(F)cc1	2	0.1	-11	-0.1
C[C@@H](NC(=O)N[C@H]1C[C@H]2C(=O)N[C@@H]([C@@H](C)O)C(=O)N2C1)c1ccccc1	4	0.7	5	-0.3
CCOC(=O)c1c(NC(=O)C(C)Sc2nnc(CNC(=O)c3cccs3)n2-c2cccc(Cl)c2)sc2c1CCCC2 (stereo not given)	6	-1.2	2	0.2
COc1ccc(NC(=O)CSc2nc3cccnc3n2C)c(OC)c1	12	-0.6	10	0.1
COC(=O)C1=C(C)N=c2s/c(=C\c3ccc(OC)c(OC)c3)c(=O)n2C1c1ccc(OC)cc1 (stereo not given)	6	0.0	14	0.3
CC(C)NCC(=O)Nc1ccc(F)cc1	-7	-1.0	19	1.2
CC(CCc1ccco1)NC(=O)Cn1ncc2c1-c1ccccc1OC2 (stereo not given)	9	-0.8	10	-0.1
CC(=O)c1c(C)[nH]c(C(=O)OCC(=O)NC(=O)NC2CCCC2)c1C	29	-0.2	12	0.0
CCNc1nc(NCC)n2c(SCCOc3ccc(Cl)cc3)nnc2n1	-2	-0.3	-3	0.7
C=CCNc1nn2c(=O)c3ccccc3nc2s1	-11	-9.9	6	0.2
FC(F)(F)c1ccc(Cn2cnc3c(NCCOc4ccccc4)nc(-c4cccs4)nc32)cc1	5	0.1	3	0.1
CC1CCC2C(=O)N(c3cccc(C(=O)O)c3)C(=O)C2C1 (stereo not given)	-3	2.0	7	-0.1
C/C(=N/NC(=O)c1ccc([N+](=O)[O-])cc1)c1ccccc1Cl	-15	1.0	-8	0.0
O=C(Nc1ccc2c(c1)oc1ccccc12)c1cccc(Cl)c1Cl	-25	-0.9	8	0.0
c1cncc(-c2nc3c4ccccc4nc(NC4CCCCC4)n3n2)c1	-3	0.3	15	0.1
Clc1ccc(-c2nnc(-c3ccccc3)o2)cc1	-55	-2.4	35	0.0
Cn1c(CC2C(=O)Nc3ccc(Br)cc32)nc2ccccc2c1=O (stereo not given)	-3	2.6	14	0.0
COc1cc(NS(=O)(=O)c2ccc(N3C(=O)c4ccccc4C3=O)cc2)nc(OC)n1	4	-0.4	-3	0.0
CN(CCCNC(=O)c1cc2c(=O)n(C)c3ccccc3c2n1C)Cc1ccccc1	-3	-0.3	-5	0.1
CCOc1cc2c(cc1OCC)C(c1ccc(O)c(Cl)c1)NCC2 (stereo not given)	7	0.0	7	0.3
NC(=O)CSc1nc2ccccc2c(=O)[nH]1	-2&4	0.2&-0.2	6&-14	0.1&0.1
O=C1CC(c2cccs2)CC2=C1C(c1cccc([N+](=O)[O-])c1)Nc1ccccc1N2 (stereo not given)	9	0.9	7	0.2
CN(c1nc(N)ncc1[N+](=O)[O-])C1CCS(=O)(=O)C1 (stereo not given)	19	-1.7	12	0.1
C=CCNC(=O)c1ccccc1NC(=O)CN(c1cccc(Cl)c1C)S(C)(=O)=O	3	5.2*	-3	-0.1
COC(=O)c1ccc(-c2ccc(/C=C3\C(=O)N(c4ccc(S(N)(=O)=O)cc4)N=C3C(F)(F)F)o2)cc1	-37	0.1	9	0.0
Cc1ccc(NC(=O)CSc2nnc(-c3ccc(NS(C)(=O)=O)cc3)o2)cc1	0	-0.1	-2	0.0
CCN=c1scc(-c2ccc(F)cc2)n1/N=C/c1ccc2c(c1)OCCO2	-11	-0.6	-4	-0.1
CCOC(=O)COc1c(Cl)cc(C=C2C(=O)NC(=S)NC2=O)cc1Cl	2	3.6	10	0.1
O=C(Cc1ccccc1)N1CCCC1c1ccccc1 (stereo not given)	-3	0.2	2	0.0
CCCCOc1ccccc1OCCCN1CCN(C)CC1	0	1.6	-4	-0.1
O=C(O)CN1C(=O)SC(Nc2cccc(C(=O)O)c2)C1=O (stereo not given)	-3	-8.6	1	0.0
COc1ccc(-c2nccc(NC3CC3)n2)cc1	-50	-1.1	8	-0.1
CCOc1cccc2sc(NC(=O)c3ccn(C)n3)nc12	-1	-0.3	17	0.1
